# Screens from PubChem BioAssay.
# SENP8 block: blocks human SENP8 cleavage of Nedd8 substrate; Q96LD8; recombinant SENP8, Nedd8 substrate fluorescence; inhibition, % at 20 µM; hit rate 0.64% among 360,000; in the data active = inhibition mostly above about 40%, no sharp cut-off; inactive = mostly below about 27%
# Target sequence (Q96LD8 whole entry, looked up): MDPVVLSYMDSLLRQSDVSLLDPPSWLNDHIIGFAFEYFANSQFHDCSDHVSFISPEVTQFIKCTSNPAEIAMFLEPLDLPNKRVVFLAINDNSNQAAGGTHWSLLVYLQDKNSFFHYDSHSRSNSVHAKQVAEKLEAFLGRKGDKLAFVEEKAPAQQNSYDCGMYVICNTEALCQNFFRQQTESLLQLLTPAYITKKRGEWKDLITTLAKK
# SENP6 inh: blocks the human protease SENP6 | AID 2599 | hit rate 1.8% among 330,000 | inhibition, % at 10 µM | Recombinant SENP6 catalytic domain, aminoluciferin luminescence | Q9GZR1;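 active = inhibition above about 50% at the single tested dose, limit read from the data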;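 also: plate controls were DMSO wells with enzyme for no effect and DMSO wells lacking enzyme for full effect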
# SENP7 block: inhibitors of human SENP7 protease. Q9BQF6. recombinant SENP7, Z-RLRGG-aminoluciferin luminescence, 40 min. inhibition, % at 5 µM. hit rate 1.5% among 330,000;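 active = inhibition above about 50% at the single test dose, limit read from the data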;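 also: plate controls were DMSO with enzyme for no effect and no enzyme buffer wells for full effect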
# Target sequence (Q9BQF6 706-1050 limits assumed): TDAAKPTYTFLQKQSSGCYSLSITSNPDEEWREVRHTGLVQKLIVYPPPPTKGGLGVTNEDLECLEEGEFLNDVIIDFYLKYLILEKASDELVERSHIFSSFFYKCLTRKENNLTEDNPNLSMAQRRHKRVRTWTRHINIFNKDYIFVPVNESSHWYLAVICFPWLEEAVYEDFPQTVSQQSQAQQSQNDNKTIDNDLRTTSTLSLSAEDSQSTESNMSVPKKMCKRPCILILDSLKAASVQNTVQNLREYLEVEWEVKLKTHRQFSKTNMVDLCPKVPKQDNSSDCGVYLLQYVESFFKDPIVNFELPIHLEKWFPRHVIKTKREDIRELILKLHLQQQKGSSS
# HKDC1 inhibitor: inhibitors of human hexokinase HKDC1; Q2TB90; recombinant HKDC1, G6PDH/diaphorase resazurin coupled fluorescence; inhibition, % at 20 µM; hit rate 0.16% among 340,000; AID 493160;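 active = inhibition above about 35% when tested at 20 µM, limit read from the data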;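 also: plate controls were DMSO wells with enzyme for no effect and DMSO wells lacking enzyme for full effect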
#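 Assay system: recombinant HKDC1 hexokinase; detection: coupled resazurin fluorescence, excitation 525 nm, emission 613 nm; benchmarks: DMSO-plus-enzyme-mix negative control, buffer-substituted positive control; compound dosing: single 20 µM dose; schedule: 90 min at room temperature in dark; also added: glucose plus 1 mM ATP as hexokinase substrates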
# ATG4B inh: ATG4B (human) cysteine protease inhibition. Q9Y4P1. ATG4B cleavage of LC3-PLA2, NBD-HPC fluorescence, 1 h. inhibition, % at 8.33 µM. hit rate 0.51% among 340,000. AID 504462; in the data active = inhibition above about 40%
# Target sequence (Q9Y4P1 whole entry, looked up): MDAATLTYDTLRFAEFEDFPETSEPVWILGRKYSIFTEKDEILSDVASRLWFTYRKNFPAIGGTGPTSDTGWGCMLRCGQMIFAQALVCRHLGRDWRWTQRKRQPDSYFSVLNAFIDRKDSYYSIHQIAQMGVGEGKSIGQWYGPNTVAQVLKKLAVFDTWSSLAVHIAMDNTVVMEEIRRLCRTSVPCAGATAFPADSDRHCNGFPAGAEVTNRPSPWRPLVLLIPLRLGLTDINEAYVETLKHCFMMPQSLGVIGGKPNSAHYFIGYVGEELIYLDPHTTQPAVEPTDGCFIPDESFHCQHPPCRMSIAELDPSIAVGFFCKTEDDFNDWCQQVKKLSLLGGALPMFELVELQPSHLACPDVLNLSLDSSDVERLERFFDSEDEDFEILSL
# PfGluPho inh: PfG6PD (Plasmodium falciparum) enzyme inhibition; PfGluPho enzyme, NADPH resazurin-diaphorase fluorescence; inhibition, % at 20 µM; AID 504690; hit rate 0.78% among 350,000;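 active = inhibition reaching at least a set limit at 20 µM in the primary screen, cut at about 59% in these data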;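 also: 0% = DMSO wells with substrate and 100% = DMSO wells lacking glucose-6-phosphate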
# GRIN3A LBD mod: modulates the human NR3A ligand-binding domain; NR3A LBD differential scanning fluorimetry, Tm shift; 0% = protein alone, 100% = glycine-bound protein; Tm shift relative to glycine control, % at 25 µM; hit rate 2.5% among 340,000;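 active = melting temperature shift of at least 10% of the positive control shift, at one fixed dose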
# MPTP inh: blocks calcium-induced mitochondrial swelling; isolated mouse mitochondria, Ca2+ swelling absorbance, 30 min; inhibition, % at 10 µM; hit rate 1.4% among 360,000; AID 602449;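 active = inhibition of 50% or more, scaled per plate between neutral and stimulator controls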;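 also: 0% = DMSO wells given calcium and 100% = 1 mM EGTA wells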
# Active calls of the source: *; · = not tested or not shown.
smiles,SENP8 block,SENP6 inh,SENP7 block,HKDC1 inhibitor,ATG4B inh,PfGluPho inh,GRIN3A LBD mod,MPTP inh
O=C(CCSCc1ccccc1Cl)NC1CCCC1,5,-7,-8,-7,-1,-4,-9,-0.2
CC12CN3CC(C)(CN(C1)C3c1c[nH]c3ccccc13)C2=O (stereo unspecified),22,5,6,-8,-9,11,-1,0.0
COc1ccc(OCC(O)Cn2ccnc2C)cc1 (stereo unspecified),8,-43,-3,1,7,6,-1,-0.8
CCCNC(=O)Cc1c(C)oc2ccccc12,21,-6,6,-4,-1,-3,0,0.6
Cc1cc(C)n2nc(SCc3nnc(SCc4ccccc4Cl)s3)nc2n1,11,3,3,41*,11,19,1,12
CC(Oc1ccccc1F)c1nnc(SCC(=O)c2c(N)n(C3CC3)c(=O)[nH]c2=O)o1 (stereo unspecified),0,-7,-7,2,-5,1,1,0.3
CCOC(=O)CCc1c(C)c2ccc3c(c2oc1=O)CN(CCCO)CO3,-286,9,8,-2,1,-4,0,0.1
COc1cc(OC)cc(-c2c(-c3ccc(F)cc3)c3cc(Br)ccc3n2C)c1,-281,-6,2,0,-6,0,-2,4.7
COCCN1CCN(C(=O)c2cc(COc3ccc(F)cc3F)on2)CC1,4,4,-1,-5,-1,2,0,0.2
COc1cc(NC(=O)c2cc(CC(C)C)on2)c(OC)cc1Cl,-9,-4,19,5,-2,27,2,-2.0
N#Cc1ccc(C23CC4(C2)[C@H](CN(CC2CCCCC2)[C@@H]4c2ccccc2)C3c2ccc(Cl)nc2)cc1 (stereo partly specified),-4,-22,2,-1,-3,6,-3,1.5
CCOc1ccc(NS(=O)(=O)CC23CCC(CC2=O)C3(C)C)cc1 (stereo unspecified),2,4,2,-4,-3,2,1,3.7
Cc1c([N+](=O)[O-])c(C/C=N/O)nn1C,7,·,·,-5,2,-11,-2,0.1
Cc1c(OC(C)C(=O)NCCN2CCOCC2)ccc2c(-c3ccccc3)cc(=O)oc12 (stereo unspecified),-37,-8,5,-4,-5,12,-1,-0.2
Nc1cccc(S(=O)(=O)c2ccc(N)c(N)c2)c1,3,-6,-2,-6,-5,6,-2,-0.8
CC(C)(C)NC(=O)C(c1ccc(F)cc1)N(Cc1ccccc1Cl)C(=O)c1ccn[nH]1 (stereo unspecified),12,5,9,6,-5,-1,2,2.1
Cc1c(C(=O)N2CCCC2)nnn1-c1nonc1N,15,-11,3,-4,-5,7,-2,0.3
Cc1cc(Cl)c(S(=O)(=O)Nc2ccc3c(c2)OCCO3)cc1OCC(N)=O,34,-1,2,-3,-3,5,6,-1.6
Cc1cccc(C)c1NC(=O)C1(C)c2cccc[n+]2CC(=O)N1Cc1cccs1 (stereo unspecified),1,-8,3,-3,9,15,2,3.1
O=C(N/N=C/c1ccccc1)c1ccc(N2CCOCC2)c([N+](=O)[O-])c1,14,3,-4,-16,-6,3,-2,-0.3
O=S(=O)(c1ccccc1Br)N(Cc1ccccc1)CC(O)COCc1ccccc1 (stereo unspecified),2,·,-1,-2,10,10,-11,-0.2
C#CC(CO)N(CCN(Cc1ccccc1)C(C#C)CO)Cc1ccccc1 (stereo unspecified),13,-11,-3,1,9,-1,-1,2.2
CC(C)(C)n1nnnc1C(c1ccncc1)N(Cc1ccccc1)Cc1ccco1 (stereo unspecified),-2,7,11,2,3,2,-1,-1.3
O=C(NCc1ccco1)C1OCCc2ccccc21 (stereo unspecified),-4,5,5,2,-4,1,-1,-0.7
O=C(CN1CCC(n2cnc3cc(F)ccc32)CC1)Nc1ccccc1Br,7,20,6,-5,10,-2,-2,-0.1

# Other compounds follow:
smiles,SENP8 block,SENP6 inh,SENP7 block,HKDC1 inhibitor,ATG4B inh,PfGluPho inh,GRIN3A LBD mod,MPTP inh
COc1ccc(CCNS(=O)(=O)c2ccc(Cl)cc2)cc1OC,12,-3,2,2,-3,-3,0,1.3
C=CCN(CC=C)C(=S)NC(=O)c1ccc(C)c(Br)c1,12,2,-2,-19,5,-2,-7,1.9
COc1ccc(-c2ccc(-c3cc(=O)oc4cc(OC)c(OC)c(OC)c34)cc2)cc1F,-88,·,13,4,9,3,-2,-0.8
C#CCn1c(=NC(=O)c2ccc(Br)s2)sc2cc(NC(C)=O)ccc21,-395,3,7,6,-4,-7,-2,0.1
O=C(NCc1csc(-c2cccs2)n1)c1ccccc1,-137,-14,3,0,-3,-35,0,1.9
CCN(CC)S(=O)(=O)c1ccc(N2CCOCC2)c(NC(=O)c2cc(-c3ccccn3)nc3ccccc23)c1,1,·,·,-4,-15,13,0,0.1
CCOC(=O)C1=C(CNCc2ccc(C)cc2)NC(=O)NC1c1ccc(OC)cc1 (stereo unspecified),-4,-14,1,3,1,-12,0,-1.4
Cc1ccc2c(c1)C1CN(C)CCC1N2CC(=O)N(C)c1ccccc1 (stereo unspecified),13,-13,1,-2,2,8,2,0.4
O=C(c1ccc(CS(=O)(=O)c2ccc(Br)cc2)o1)N1CCN(C2CCCCC2)CC1,8,-10,0,·,·,·,·,-2.1
COc1cccc(/C=N/NC(=O)CNC(=O)CCc2ccccc2)c1O,-288,22,2,-13,-11,-26,0,1.4
S=C(Nc1ccccc1)Nc1ccccc1-n1cccc1,-417,·,·,-1,10,11,-1,3.5
O=C(CSc1ncccc1-c1nc2ccccc2[nH]1)N1CCN(c2ccccc2F)CC1,-246,1,7,-4,-8,11,-4,-0.5
COc1cc(OC)cc(C(=O)NCC(=O)OCC(=O)/C=C2/N(C)c3ccccc3C2(C)C)c1,-388,-8,8,2,-13,12,1,-1.3
COc1ccc(-n2nc(C(=O)NCC(=O)NC(C)C)c3ccccc3c2=O)cc1Cl,-250,13,-3,-2,4,-5,-2,0.6
CCC(C)[C@H](NS(=O)(=O)c1ccc(C)cc1)C(=O)N1CCC(C(=O)N2CCC(C(=O)OC)CC2)CC1 (stereo partly specified),46*,13,6,-3,-33,1,-2,4.3
COc1ccc(NC(=O)C2CCN(C(=O)[C@@H]3Cc4ccccc4CN3C(=O)OC(C)(C)C)CC2)cc1,20,-10,-4,4,-10,6,1,-1.6
CCOC(=O)C1=C(C)N=c2s/c(=C/c3cccc([N+](=O)[O-])c3O)c(=O)n2C1c1cc(OC)c(OC)c(OC)c1 (stereo unspecified),20,21,5,11,-1,51,2,8.7
O=S(=O)(NC1CC2CCC1C2)c1ccc2c(c1)OCCO2 (stereo unspecified),23,0,4,-1,0,-4,2,-0.9
COc1ccc(CNC(=O)Cn2cc3c(n2)CCCCC3)cc1,5,5,-2,-4,9,2,-3,0.1
Cc1nc(COC(=O)c2ccc(CO)cc2)cs1,-6,4,-1,-2,0,-6,-1,1.6
CCn1c(NCc2cccs2)nc2ccccc21,8,-9,1,-3,8,-12,0,-0.1
COc1ccccc1N(CC(=O)N/N=C(\C)c1ccccc1O)S(=O)(=O)c1ccc(C)cc1,20,12,3,-1,-4,-23,-6,0.6
C=CCC1c2cccc(C(=O)O)c2C(=O)N1c1ccc(F)cc1 (stereo unspecified),18,-22,-3,-3,2,3,0,-2.9
COC(C/C=C/[C@@H](O)COCc1ccccc1)OC,18,4,6,-1,5,2,3,-1.1
O=C(COc1ccc(Cl)cc1)NCCCNC(=O)c1ccncc1,11,-8,-3,-2,-4,3,-2,-0.6

# The listing continues:
smiles,SENP8 block,SENP6 inh,SENP7 block,HKDC1 inhibitor,ATG4B inh,PfGluPho inh,GRIN3A LBD mod,MPTP inh
COc1ccc(OCC(=O)Nc2cc(S(=O)(=O)N3CCCC3)ccc2OCC(F)(F)F)cc1,4,-8,-2,-3,-2,8,2,0.0
O=C(CN1C(=O)NC2(CCCC2)C1=O)N1CCN(c2ccccc2O)CC1,6,9,-1,5,2,3,0,-0.8
CCOC(=O)CNC(=O)CCNS(=O)(=O)c1ccc2c(c1)c(=O)n(C)c(=O)n2C,19,-43,-7,-7,-9,3,4,-0.9
COc1ccccc1-c1cnn2c(NCCc3ccccc3)cc(C)nc12,-340,-8,4,3,17,26,-1,-0.3
CC(C)(C)N1C(=O)c2ccc(C(=O)Nc3ccc(-c4nc5ccccc5[nH]4)cc3)cc2C1=O,-3,-16,-11,-1,9,-16,35*,8.2
N#Cc1cccc(NC(=O)COC(=O)c2ccc[n+]([O-])c2)c1,-32,8,-9,-6,-5,3,2,-0.6
O=C(N/C(=C/C=C/c1ccccc1)C(=O)N1CCOCC1)c1ccccc1Cl,5,-4,6,-3,-5,-21,0,0.2
Cc1nc2ccc(S(=O)(=O)Nc3cccc(-c4nc5cccnc5s4)c3)cc2s1,-79,-22,6,3,-3,-8,-12,1.3
Cc1cccc(C)c1NC(=O)C1=C(O)c2ccccc2N(C)S1(=O)=O,-10,-6,0,4,3,-52,2,-2.2
Cc1ccc(S(=O)(=O)Nc2ccc(O)c3cccnc23)cc1,11,-12,-4,20,-4,27,-7,1.2
Cc1ccc(NC(=O)CSc2nc3[nH]ncc3c(=O)[nH]2)cc1Cl,3,1,-3,-5,7,-27,-3,-0.4
COc1ccccc1OCCn1c(=O)oc2ccc(C)cc21,14,-2,0,-2,-3,3,0,0.0
O=C(NCc1cccs1)C1CCN(S(=O)(=O)c2ccc3c(c2)OCCO3)CC1,14,-55,2,-4,-3,-2,-1,0.5
O=C(Cc1cccc(NC(=O)C2CCCN(C(=O)C3CCC3)C2)c1)Nc1ccc(C(=O)N2CCOCC2)cc1 (stereo unspecified),7,·,·,-3,-8,6,-1,-0.5
Cc1ccc(-c2cc(C(=O)N(C)CC(=O)Nc3ccccc3Br)c3ccccc3n2)o1,-433,-17,1,2,-3,14,0,-2.2
Cn1c(=O)c2c(nc(NCCCO)n2Cc2cccc(C(F)(F)F)c2)n(C)c1=O,17,3,1,-6,-16,-22,2,-2.0
COc1ccc(OCC(O)Cn2c(Br)nc3c2c(=O)[nH]c(=O)n3C)cc1 (stereo unspecified),-44,3,-9,-7,-9,-5,-2,-3.3
COc1ccc(C(=O)CCC(C)(C)[N+](=O)[O-])cc1OC,-13,-20,8,-6,-1,5,-3,-0.1
O=C(NC12CC3CC(CC(C3)C1)C2)c1ccc([N+](=O)[O-])cc1,9,-5,1,-6,-1,8,1,0.2
Cc1cccc(S(=O)(=O)NNC(=O)Cc2cccn2C)c1,0,-15,-4,-11,-1,8,-5,0.4
Cc1cccc(C(=O)NC(=S)NNC(=O)c2cccs2)c1,8,-12,5,-13,-5,22,-7,54*
Oc1ccc(/C=N/NC(=S)Nc2cccnc2)c(O)c1O,56*,·,·,10,-11,80*,2,2.9
COc1ccc(C(=O)C2CCCN(Cc3c[nH]c4ccccc34)C2)c(OC)c1 (stereo unspecified),17,-7,12,-6,-7,-4,0,0.4
CC(C)C(=O)Nc1nnc(S(=O)(=O)N2CCCCCC2)s1,15,4,-2,-7,-6,-7,-3,-0.5
COc1ccccc1OCc1ccc(C(=O)Nc2ccc(Cl)cn2)o1,21,14,-1,4,0,-8,-1,-1.6
COc1ccc(C(=O)NCC(C)(C)CNC(=O)c2ccc(OC)cc2)cc1,20,-15,-4,0,-7,6,0,2.6

# Retrieved by structure from the list above, 2 records:
smiles,SENP8 block,SENP6 inh,SENP7 block,HKDC1 inhibitor,ATG4B inh,PfGluPho inh,GRIN3A LBD mod,MPTP inh
N#Cc1cccc(NC(=O)COC(=O)c2ccc[n+]([O-])c2)c1,-32,8,-9,-6,-5,3,2,-0.6
Oc1ccc(/C=N/NC(=S)Nc2cccnc2)c(O)c1O,56*,·,·,10,-11,80*,2,2.9

# 3 entries out of the list, arranged by formula weight, rising.
smiles,SENP8 block,SENP6 inh,SENP7 block,HKDC1 inhibitor,ATG4B inh,PfGluPho inh,GRIN3A LBD mod,MPTP inh
Cc1cccc(S(=O)(=O)NNC(=O)Cc2cccn2C)c1,0,-15,-4,-11,-1,8,-5,0.4
O=C(CN1C(=O)NC2(CCCC2)C1=O)N1CCN(c2ccccc2O)CC1,6,9,-1,5,2,3,0,-0.8
Cc1ccc(-c2cc(C(=O)N(C)CC(=O)Nc3ccccc3Br)c3ccccc3n2)o1,-433,-17,1,2,-3,14,0,-2.2

# Rows are unselected; any-hit rate near 6.9%.
